Compound activity as filed in PubChem BioAssay.
Menin-MLL TR inh: qHTS Assay for Inhibitors Targeting the Menin-MLL Interaction in MLL Related Leukemias: Competition With Texas Red Labeled MLL-derived Mutant Peptide. O00255. Menin + Texas Red MLL mutant peptide, fluorescence polarization. Potency, µM (top dose mostly 61.6 µM), without a hit: at the highest dose FP activity change, negative = inhibition, most hits filed as inhibitors. actives 0.23% (n = 270,000); active = well fitted inhibition curve with a large enough effect in the polarisation, with a control signal flat, not every such curve was filed as active; inconclusive = small, poorly fitted or top-dose-only effect, or effect the other way, or a change in a side signal; inactive = no such curve, though single readings can be large or run the other way; the % refers to the polarisation; note: potency is the fitted concentration of half-maximal effect; % of control where 0% means no effect; many of its hits are not listed in these tables
Target sequence (O00255 whole entry, looked up): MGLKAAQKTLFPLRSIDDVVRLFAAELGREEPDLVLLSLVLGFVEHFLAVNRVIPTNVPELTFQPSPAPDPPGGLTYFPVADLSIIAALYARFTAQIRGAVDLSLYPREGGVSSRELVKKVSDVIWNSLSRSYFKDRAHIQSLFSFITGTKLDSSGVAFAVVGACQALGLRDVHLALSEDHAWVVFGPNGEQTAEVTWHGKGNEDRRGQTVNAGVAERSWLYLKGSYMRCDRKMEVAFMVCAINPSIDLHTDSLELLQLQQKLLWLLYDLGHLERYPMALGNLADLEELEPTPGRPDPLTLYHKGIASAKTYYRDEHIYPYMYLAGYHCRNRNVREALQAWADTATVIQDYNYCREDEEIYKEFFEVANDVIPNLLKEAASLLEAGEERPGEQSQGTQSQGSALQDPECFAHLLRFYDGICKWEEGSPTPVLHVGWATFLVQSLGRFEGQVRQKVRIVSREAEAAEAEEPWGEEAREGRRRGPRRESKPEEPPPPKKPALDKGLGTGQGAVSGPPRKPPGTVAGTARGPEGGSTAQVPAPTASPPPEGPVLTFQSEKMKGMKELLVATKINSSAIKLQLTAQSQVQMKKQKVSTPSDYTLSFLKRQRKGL
USP2a block: qHTS Assay for Inhibitors of Ubiquitin-specific Protease USP2a Using CHOP2 as the Reporter; Ubiquitin carboxyl-terminal hydrolase 2 (Homo sapiens), O75604; USP2 core, Ub-CHOP2 coupled fluorogenic reporter, 485/531; Potency, µM (highest dose often 38.3 µM), without a hit: at the top dose activity change, negative = inhibition, actives largely listed as inhibitors; actives 0.01% (n = 330,000);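 note: potency is the fitted concentration of half-maximal effect; plate controls were DMSO wells for no effect and full inhibition by NEM control for full effect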
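Deubiquitinase activity read as fluorescence (485/531 nm) after Ub-CHOP2 cleavage activates the enterokinase reporter on its substrate; USP2 core 10nM, Ub-CHOP2 and substrate 25nM each, 30min compound preincubation then 60min RT; data normalized to NEM, curves fitted.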
Coupling enz: qHTS Assay for Inhibitors of Fructose-1,6-bisphosphate Aldolase from Giardia Lamblia: Coupling assay counterscreen | coupling enzyme system counterscreen, AmpLite Red fluorescence | activity change, negative = inhibition, % at 58.2 µM, hits read low | actives 0.67% (n = 290,000); in the data active = activity change below about -30%; note: % is set by controls: 0 for no effect and ±100 for the full control effect
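First, compound is pin-transferred into glyceraldehyde-3-phosphate coupling-enzyme reagent at 57.5 uM final and held 10 min at RT. Next, substrate, coupling system and AmpLite Red are added. After 20 min RT, fluorescence (525/598 nm) is read.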
KCNH2 3.1 block: qHTS for Inhibitors of KCHN2 3.1: Mutant qHTS; actives 0.95% (n = 340,000); activity change, % (tested at about 1.8 µM); U2OS KCNH2 3.1, thallium flux FluxOr; stronger effect = lower value; Potassium voltage-gated channel subfamily H member 2, brain isoform KCNH2 3.1 (human);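 active = maximum activity change below -70%; inconclusive = maximum activity change from -70% to -50%; inactive = maximum activity change above -50%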;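 note: thallium influx rate constant from kinetic fluorescence after stimulation buffer; % is set by controls: 0 for no effect and ±100 for the full control effect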
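Virally transduced U2OS (3.1 isoform, 4 h infection in dark at RT) → overnight 37 C → FluxOr + Red40 in HBSS/HEPES, 45 min → stimulation buffer, 2 min kinetic read → rate constant vs DMSO controls.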
PKM2 act: qHTS Assay for Activators of Human Muscle isoform 2 Pyruvate Kinase. Pyruvate kinase PKM (Homo sapiens), P14618. purified PKM2, Kinase-Glo ATP luminescence, activation; response scale: 0% is enzyme alone, no compound. Potency, µM (series often up to 57.5 µM), inactives show at the top dose activation, actives largely listed as activators. actives 0.34% (n = 260,000); note: potency is the fitted concentration of half-maximal effect; % is set by controls: 0 for no effect and ±100 for the full control effect; nearly all actives have a fitted effect of over 55% in size
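Purified hPK-M2 (>95%) run at intermediate activity with 0.1 mM ADP and 0.5 mM PEP in 50 mM imidazole pH 7.2, KCl, MgCl2; 1 h room temperature. ATP formed read by Kinase-Glo luminescence; normalized to uninhibited and no-enzyme controls.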
MLL CXXC-DNA inh: qHTS Fluorescence Polarization Assay for Inhibitors of MLL CXXC domain - DNA interaction. actives 0.037% (n = 290,000). Histone-lysine N-methyltransferase 2A (Homo sapiens), Q03164. MLL-CXXC / FITC-HOXA9 DNA fluorescence polarization. Potency, µM (series often up to 115 µM), inactives show at the highest dose activity change, negative = inhibition, hits mostly inhibitors; active = well fitted inhibition curve with a large enough effect in the polarisation, with a control signal flat, not every such curve was filed as active; inconclusive = small, poorly fitted or top-dose-only effect, or effect the other way, or a change in a side signal; inactive = no such curve, though single readings can be large or run the other way; the % refers to the polarisation; note: potency is the fitted concentration of half-maximal effect
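Steps: dispense CXXC domain solution (7 uM) → pin compounds or unlabeled HOX-A9 DNA control → 5 min ambient → add FLSN-HOX-A9 solution (50 nM) → spin → 30 min ambient → fluorescence polarization. Tris pH 7.5/NaCl/DTT/BSA buffer.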
GALK inh: qHTS Assay for Inhibitors of Human Galactokinase (GALK); P51570; Purified GALK, Kinase-Glo residual ATP luminescence; Potency, µM (titrated, usually from 57.5 µM), for the others: at the top dose activity change, negative = inhibition, hits mostly inhibitors; actives 0.007% (n = 270,000); note: potency is the fitted concentration of half-maximal effect; % is set by controls: 0 for no effect and ±100 for the full control effect
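Luminescence from leftover ATP (Ultra-Glo luciferase/luciferin) served as read-out after a 1 h room-temperature reaction of 5 nM GALK with 35 uM ATP and 100 uM galactose.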
KCNH2 WT inh: qHTS for Inhibitors of KCHN2 3.1: Wildtype qHTS; Voltage-gated inwardly rectifying potassium channel KCNH2 (Homo sapiens), Q12809; U2OS, BacMam KCNH2, thallium flux FluxOr; stronger effect = lower value; activity change, % at 1.84 µM; actives 0.37% (n = 340,000);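 active = maximum activity change below -70%; inconclusive = maximum activity change between -70% and -50%; inactive = maximum activity change above -50%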; note: % is set by controls: 0 for no effect and ±100 for the full control effect
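U2OS cells were transduced with wild-type KCNH2 virus (2.03 x 10^8 / mL) for 4 h at room temperature, then cultured overnight at 37 C. Thallium flux was read with FluxOr dye. Rate constants were normalized to DMSO controls.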
B2AR arrestin: qHTS assay of beta-arrestin-biased ligands of beta2-adrenergic receptor | actives 0.02% (n = 330,000) | Potency, µM (doses to about 46.1 µM), inactives show top-dose activation, usual class: activators | beta-arrestin recruitment to beta2AR, cell-based reporter | Beta-2 adrenergic receptor (Homo sapiens), P07550;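 note: potency is the fitted concentration of half-maximal effect; 0% = DMSO controls and full agonism = EC100 isoproterenol or metaproterenol; nearly all actives have a fitted effect of over 65% in size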
Target sequence (P07550 whole entry, looked up): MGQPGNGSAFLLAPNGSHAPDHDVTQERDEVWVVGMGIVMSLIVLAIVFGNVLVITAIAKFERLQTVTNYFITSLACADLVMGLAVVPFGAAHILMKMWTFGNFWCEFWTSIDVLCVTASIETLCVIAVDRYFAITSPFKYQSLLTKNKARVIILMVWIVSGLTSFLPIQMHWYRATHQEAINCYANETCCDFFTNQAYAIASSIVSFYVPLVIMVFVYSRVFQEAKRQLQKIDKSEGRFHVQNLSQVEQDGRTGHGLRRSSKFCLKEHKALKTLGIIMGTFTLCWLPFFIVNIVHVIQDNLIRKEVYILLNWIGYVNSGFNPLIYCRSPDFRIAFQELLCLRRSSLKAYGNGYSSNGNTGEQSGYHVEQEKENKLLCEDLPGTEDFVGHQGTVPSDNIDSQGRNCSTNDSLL
TRPV1 agonist: HTS Assay for Compounds that Act as Agonists of the Vanilloid Receptor 1; Transient receptor potential cation channel subfamily V member 1 (Homo sapiens), Q8NER1; TRPV1-expressing cells, Fluo-8 calcium influx, agonist mode; activation, % at 8.33 µM; actives 0.19% (n = 320,000); in the data active = activation above about 80%; inconclusive = between about 30% and that limit; note: 0% is about no effect
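Cells expressing TRPV1 were dye-loaded with Fluo-8 and read kinetically: 10 s baseline, 3 min after compound (agonist portion), then 2 min after EC20 capsaicin (allosteric enhancer portion). Calcium-bound dye fluorescence at 480/520 nm.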
Giardia killer: Small Molecules that selectively kill Giardia lamblia: qHTS; AID 540267, 2011; Giardia lamblia trophozoite viability; activity change, % at 7.66 µM, hits read low; actives 0.15% (n = 340,000); in the data active = activity change below about -80%; inconclusive = between about -30% and that limit;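 note: parasites exposed to compound for two days anaerobically before the ATP read; % is set by controls: 0 for no effect and ±100 for the full control effect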
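Trophozoite viability was measured as ATP-dependent luminescence, read 15-30 min after reagent addition. Before that, parasites at 100 cells/well were exposed to compounds for 48 h, anaerobically, at 37 deg C.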
* = called active by the depositor; ? = inconclusive; . = no result given; [ ] = another dose, or the depositor's remark. Unless noted, calls come from the whole dose curve; as a rule, active = well fitted curve in the direction sought with a large enough effect; inconclusive = small, poorly fitted or top-dose-only effect, or another doubt; inactive = no such curve, though single readings can be large; an effect the other way counts as inactive or inconclusive. An excerpt. The share of hits here may be higher or lower than overall.

Values in the order – Menin-MLL TR inh	USP2a block	Coupling enz	KCNH2 3.1 block	PKM2 act	MLL CXXC-DNA inh	GALK inh	KCNH2 WT inh	B2AR arrestin	TRPV1 agonist	Giardia killer
COc1ccc(/C(C)=N/NC(=O)Cn2nc([N+](=O)[O-])cc2C)cc1
→ .	-3%	9	-1	-2%	-13%	5%	-1	-0.7%	16	1
COc1ccc(NC(=O)N(CCN2CCCC2)Cc2cc3cc(OC)c(OC)cc3[nH]c2=O)cc1
→ 0%	0%	0	-13	3%	1%	4%	-11	-0.2%	4	-2
Cc1ccc(N2C(=O)c3n[nH]c(C)c3C2c2ccco2)cc1 (stereo unspecified)
→ -2%	-1%	-2	-8	-2%	-4%	-4%	10	0.4%	-1	-18
Cc1c(CCO)c(=O)n(C)n1C(=O)c1ccc(Cl)cc1
→ -8%	3%	-4	-9	1%	0%	-3%	2	-3.8%	7	0
O=S(=O)(CCN1CCN(C(c2ccccc2)c2ccccc2)CC1)C(F)(F)F
→ -9%	2%	3	20	5%	54%[activator]	5%	-1	-0.3%	2	-3
Cc1ccc(S(=O)(=O)N2CCN(C)CC2)c2nsnc12
→ 10%	1%	-2	-20	1%	-3%	0%	18	0.0%	4	12
CSc1nc(-c2ccccc2F)c(C#N)c(=O)n1C
→ 0%	1%	6	-2	1%	-2%	13%	-8	0.0%	-2	6
COc1ccc(-n2nc(C(=O)NCC(=O)NCC3CCCO3)c3ccccc3c2=O)c(OC)c1 (stereo unspecified)
→ -4%	2%	3	2	0%	-1%	-1%	1	-1.0%	-3	0
O=C1c2ccccc2C(=O)c2c1cccc2N1CCN(Cc2ccccc2)CC1
→ -4%	3%	-2	-89*	-2%	-17%	0%	-29	0.3%	1	5
CSc1ccc(NC(=O)NCCN2CCc3ccccc3C2)cc1
→ -12%	-3%	3	-20	-1%	6%	4%	14	0.2%	15	-5
C=C(C)C1CC=C(C)/C(=N/NC(=O)c2ccoc2C)C1 (stereo unspecified)
→ -19%	2%	3	11	0%	4%	-3%	19	-0.5%	?	1
COc1ccc(-c2nnc(SCc3ccc(C(=O)O)cc3)o2)cc1OC
→ 3%	0%	6	-4	1%	8%	-1%	-10	-1.0%	-5	21
CC(C)c1ccccc1-n1c(SCc2cc(=O)oc3ccc4ccccc4c23)nnc1-c1cccnc1
→ -5%	-22%	-1	-1	8%	19%	0%	3	-1.0%	0	-5
COc1cc(NC(=O)c2ccccc2F)c(OC)cc1NC(=O)CN1CCOCC1
→ -20%	-2%	4	13	8%	-4%	7%	-8	-0.1%	0	-11
O=C(c1cc(COc2ccc(F)cc2F)on1)N1CCN(C(=O)c2ccco2)CC1
→ .	1%	.	5	.	1%	0%	-12	0.8%	8	6
Cc1cc(C)n2nc(SCC(=O)c3cc(C)n(-c4cc(C)on4)c3C)nc2n1
→ -12%	-6%	0	-22	17%	4%	3%	-4	0.4%	-2	-2
Cn1c(O)c(N=NC(=O)c2ccco2)c2ccccc21
→ ?	0%	1	4	-13%	1%	6%	-3	-0.3%	0	-16
CCOC(=O)C1CCN(S(=O)(=O)c2cc(Br)cc3c2N(C(C)=O)C(C)C3)CC1 (stereo unspecified)
→ -7%	5%	4	6	-4%	-5%	1%	-11	-0.2%	4	1
Nc1nc(N2CCCCC2)c(C=O)c(N2CCCCC2)n1
→ -11%	1%	-24	-4	0%	16%	-3%	4	0.2%	2	11
Cc1c([N+](=O)[O-])cc(C(=O)NCc2ccc(F)cc2)cc1[N+](=O)[O-]
→ ?	0%	-1	5	3%	0%	-1%	-5	-1.0%	?	1

Carrying on.
Values in the order – Menin-MLL TR inh	USP2a block	Coupling enz	KCNH2 3.1 block	PKM2 act	MLL CXXC-DNA inh	GALK inh	KCNH2 WT inh	B2AR arrestin	TRPV1 agonist	Giardia killer
Cc1ccc(OCc2cc(C(=O)N(C)Cc3cc(C4CC4)n[nH]3)no2)cc1C
→ 6%	-1%	-1	12	3%	4%	-1%	11	-1.0%	18	27
CCN(CC(=O)NC(C)C)C(=O)Cc1ccc(C)c(C)c1
→ 7%	1%	0	11	1%	2%	-2%	5	0.1%	-1	-7
COc1ccc(C(=O)N2CCCC(N3CCN(c4ccccc4OC)CC3)C2)c(OC)n1 (stereo unspecified)
→ -6%	-8%	0	2	.	7%	1%	4	-0.2%	5	11
O=C(Cc1ccc(Cl)cc1Cl)OCC(=O)N1CCN(C(=O)c2ccco2)CC1
→ 4%	-1%	7	-1	.	-4%	2%	-2	0.2%	24	14
O=C(c1ccco1)N1CCN(C(c2cccs2)c2sc3ncnn3c2O)CC1 (stereo unspecified)
→ -7%	?	3	-17	5%	10%	2%	-5	-0.5%	-1	14
COc1ccc(S(=O)(=O)Nc2ccc(NC(C)=O)cc2)cc1
→ .	0%	1	11	3%	1%	-4%	-1	0.5%	2	5
O=C(CCc1nc2ccccc2c(=O)[nH]1)N1CCN(S(=O)(=O)c2ccc(F)cc2)CC1
→ .	0%	.	11	.	.	.	-8	0.3%	2	-27
CCOc1ccccc1OCC(=O)Nc1cccc(S(=O)(=O)N2CCCCCC2)c1
→ .	-2%	.	-8	.	.	.	6	-1.5%	-1	4
COc1cccc(CNC(=O)COc2cccc3c2OC(C)(C)C3)c1
→ .	-7%	.	29	.	.	.	4	-1.8%	?	9
COCCN(C(=O)c1csnn1)C(C(=O)NC(C)(C)C)c1cccc(OC)c1 (stereo unspecified)
→ ?	1%	1	28	6%	-9%	0%	-10	-0.3%	-21	16
COc1ccc(C(=O)c2no[n+]([O-])c2C(=O)c2ccc(OC)cc2)cc1
→ 21%	-2%	-1	5	14%	-1%	0%	8	6.9%	-3	-5
O=c1cc(-c2c(F)c(F)c(F)c(F)c2F)oc2c(F)c(F)c(F)c(F)c12
→ -1%	3%	0	.	-5%	-2%	-7%	.	0.0%	2	.
CCCOc1ccc(C(=O)Nc2ccc(S(=O)(=O)N3C[C@@H]4C[C@@H](C3)c3cccc(=O)n3C4)cc2)cc1
→ .	-1%	.	-1	.	.	.	-6	0.5%	1	24
Cc1nc(-c2ccc([N+](=O)[O-])cc2)c(-c2ccccc2)o1
→ 9%	-5%	3	-8	.	?	4%	6	-1.4%	6	-2
O/N=C1\CCC\C1=C/c1ccco1
→ -2%	4%	-1	-27	0%	11%	-4%	-21	-0.6%	-3	-1
Cc1ccc(OCCn2ccnc2)c([N+](=O)[O-])c1
→ 1%	0%	1	-5	0%[11.5 µM]	6%	-2%	-19	0.0%	2	-7
CCn1cc(Br)c(C(=O)NN)n1
→ 1%	1%	2	7	2%	3%	3%	17	-1.8%	4	-4
COc1ccccc1N1CCN(CCNC(=O)Nc2cccc(C)c2C)CC1
→ -14%	0%	6	-35	-4%	?	-1%	-124*	0.3%	12	-17
S=C(Nc1ccc2nsnc2c1)N1CCCCC1
→ 2%	3%	-29	1	0%	6%	1%	4	-1.8%	16	-1
COc1cc(C(=O)NCCN2C(=O)S/C(=C\c3ccc(F)cc3)C2=O)ccc1OCC(=O)N1CCOCC1
→ .	3%	3	2	-2%	1%	3%	-4	0.1%	-5	8
CC(OC(=O)CCCN=C1NS(=O)(=O)c2ccccc21)C(=O)NC1CCCCC1C (stereo unspecified)
→ .	0%	.	8	-11%	20%	7%	1	0.5%	1	-10
